ERK EGF block – inhibitors of EGF-stimulated ERK signaling pathway | HEK293-V1b, EGF-stimulated phospho-ERK AlphaScreen | Potency, µM (titrated, usually from 11.5 µM), for inactives: at the top dose activity change, negative = inhibition, usual class: inhibitors | hit rate 0.41% among 130,000; active means well fitted inhibition curve with a large enough effect; inconclusive means small, poorly fitted or top-dose-only effect, or effect the other way;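 further: plate controls were stimulated vehicle wells for no effect and unstimulated vehicle basal for full effect; nearly all actives have a fitted effect of over 55% in size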
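EGF-stimulated (25 nM, 5 min) phospho-ERK in HEK293 cells stably expressing V1b, cells pretreated 30 min with compound at 37C. Homogeneous AlphaScreen read on lysates.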
* marks the source's active call; other numbers are inactive results; ? = inconclusive; ! = not active in a repeat; [ ] = remark or other dose. Potency means the concentration at half of the fitted maximal effect.

Structure	ERK EGF block
CC(C)CCc1noc(CN(C)CCC2CCOCC2)n1	-3.8%[57.5 µM]
Cc1c(C(=O)N2CC3(CC(c4cccc(NC(=O)[C@H]5CCC(=O)N5)c4)=NO3)C[C@@H]2C(N)=O)cc([N+](=O)[O-])cc1[N+](=O)[O-] (stereo partly drawn)	-8.2%[57.5 µM]
CCCCc1nnc2c(N(C)S(=O)(=O)c3ccccc3)nc3ccccc3n12	15.8%[57.5 µM]
O=C(COC(=O)CCC(=O)c1cccs1)Nc1ncc(Cl)cc1Cl	-2.1%
CSc1ncc(CN2CCN(CC=C(C)C)C(CCO)C2)cn1 (stereo not drawn)	2.4%[57.5 µM]
Cc1ccc(-c2nn(-c3ccccc3)cc2C(N)=O)o1	5.5%
Cn1c(SCC#N)nnc1-c1ccc2c(c1)OCO2	9.1%
O=C(NC(=S)N(CC1CCC1)CC1CCCO1)c1cccc([N+](=O)[O-])c1 (stereo not drawn)	0.9%

Ordered by the number under ERK EGF block (lowest first): 4 from the list above
| SMILES | ERK EGF block |
| --- | --- |
| O=C(COC(=O)CCC(=O)c1cccs1)Nc1ncc(Cl)cc1Cl | -2.1% |
| O=C(NC(=S)N(CC1CCC1)CC1CCCO1)c1cccc([N+](=O)[O-])c1 (stereo not drawn) | 0.9% |
| Cc1ccc(-c2nn(-c3ccccc3)cc2C(N)=O)o1 | 5.5% |
| Cn1c(SCC#N)nnc1-c1ccc2c(c1)OCO2 | 9.1% |

Next compounds.
Structure	ERK EGF block
CCOc1ccccc1NC(=O)C(NCCN(C)C)c1ccccc1 (stereo not drawn)	1.5%
COCCCn1nnnc1SCC(=O)N1CCN(C(=O)c2ccco2)CC1	22.1%
C=CCSC1=NNC(c2ccc(C(C)(C)C)cc2)=NN1	-6.4%[57.5 µM]
O=S(=O)(NC1=NCCCCC1)c1ccc(F)cc1	-7.2%[57.5 µM]
Cc1cc(C)c2c(c1)/C(=N/NC(=O)c1cc(C)oc1C)CCC2	4.6%
COc1cc(OC)cc(C(=O)NC(=S)NNC(=O)Cc2cccs2)c1	14.3%
C=CCN(CC=C)C(=O)COC(=O)c1n[nH]c2ccccc12	-4.5%
Cc1ccc(C2=NN(CC(=O)NCc3ccccn3)C(=O)CC2)cc1	-2.3%
CSc1n[nH]c2nc3c(c(=O)n12)C1(CCCCC1)Cc1ccccc1-3	1.7%[57.5 µM]
CCOc1ccc(NCc2nc3ccccc3n2CCOc2ccccc2)cc1	?
Cc1ccc(C(=O)O)cc1NC(=O)CN1C(=O)C2C3c4ccccc4C(Br)(c4ccccc43)C2C1=O (stereo not drawn)	-0.6%
c1csc(-c2nn3cnnc3c3ccccc23)c1	10.3%
CC(=C1C(=O)c2ccccc2C1=O)N1CCN(CCN=CC2=C(O)CC(C)(C)CC2=O)CC1	13.4%
CCOc1cc(C(=O)Nc2ccc(NC(C)=O)cc2)ccc1OCC(=O)N1CCCCC1	-6.8%
CC(C)CNC(=O)C(=O)NCCCN1CCOCC1	-0.5%
Clc1ccccc1CO/N=C1\CCCc2nonc21	-2.0%
O=C(/C=C/c1ccccc1)NC(=S)Nc1ccc(CN2CCOCC2)cc1	-3.5%
CCCn1cc(CN2CCCC(CNC(=O)c3ccc(F)cc3)C2)c(C)n1 (stereo not drawn)	-25.1%
CCOc1ccc(NC(=S)N2CCCN(Cc3cc(C)ccc3C)C2)cc1	14.0%
CCn1c(O)c(C2=c3ccccc3=NC2=O)c2cc(Br)ccc21	23.0%
CCOC(=O)CNC(=O)O[C@@H]1C(=O)c2ccc(OC)cc2O[C@H]1c1ccc2c(c1)OCO2	-10.4%
O=c1oc2c(CN3CCCCC3)c(O)ccc2c2c1CCCCC2	4.0%[57.5 µM]
O=C(NCCc1ccccc1)Nc1ccc(Cl)cc1	-3.3%
O=C(C/C(=N\NC(=O)c1ccccc1Br)C(F)(F)F)c1cccs1	-0.6%
Cc1noc(C)c1C(=O)N1CCC[C@@]2(CCN(Cc3cc(C(F)(F)F)cc(C(F)(F)F)c3)C2)C1	3.7%
CCCCC[C@H](O)/C=C/[C@H]1OC(O)C[C@H](O)[C@@H]1C/C=C\CC(=O)O (stereo partly drawn)	-3.8%
COC(C[C@@H](O)CC(=O)[C@H](C)OCc1ccccc1)OC	3.9%[57.5 µM]
CCCCNC(=S)N(C)/N=C/c1c(F)c(F)c(F)c(F)c1F	4.0%
COc1ccc(-n2c(C)cc(/C=C3\SC(=S)NC3=O)c2C)cc1	2.8%
CC(C)CCN(CCC(C)C)CC(O)Cn1c2ccccc2c(=O)c2ccccc21 (stereo not drawn)	-7.1%[57.5 µM]
Cc1ccc(S(=O)(=O)N(CC(=O)Nc2cccc([N+](=O)[O-])c2)Cc2ccc(Cl)cc2)cc1	-3.1%
O=C(NC1CCCCC1)c1cc(Cl)ccc1[N+](=O)[O-]	4.6%
c1ccc2c(CN3CCCCC3)csc2c1	7.8%
COCC(C)NC(=O)c1cc2cccc([N+](=O)[O-])c2[nH]1 (stereo not drawn)	-11.2%[57.5 µM]
COC(=O)C(C)n1nnc2sc(-c3ccccc3)cc2c1=O (stereo not drawn)	-8.2%
Cc1ccccc1NC(=S)N(Cc1ccco1)C(C)c1ccccn1 (stereo not drawn)	-13.3%
COCCNS(=O)(=O)c1cc(OC)ccc1OC	-0.9%
COc1ccc([N+](=O)[O-])cc1N(CC(=O)NCCSc1ccccc1)S(C)(=O)=O	1.3%
CC(C)N1CCc2c(sc(NC(=O)CN3C(=O)c4ccccc4C3=O)c2C(N)=O)C1	9.2%
C=CCOc1cccc(C2c3c(oc4ccc(F)cc4c3=O)C(=O)N2CCCN2CCOCC2)c1 (stereo not drawn)	3.6%[57.5 µM]
Cc1ccc(COc2ccc(/C=N/NC(=O)CN3CCCCC3)cc2)cc1	-5.2%
CCn1c(O)c(/C=N/N=C2CCCCC2)c2cc(C3=NNC(=O)CC3)ccc21	28.2%[57.5 µM]
NS(=O)(=O)c1cccc(NC(=O)CNC(=O)CC23CC4CC(CC(C4)C2)C3)c1	-4.1%
CCOC(=O)C1CCN(C(c2cccc(F)c2)c2sc3nc(C)nn3c2O)CC1 (stereo not drawn)	9.9%
CC1=CCc2c(cc3oc(C)cc(=O)c3c2O)OC1	5.3%
COC(=O)c1cc(NC(=O)C(C)c2ccc(CC(C)C)cc2)ccc1O (stereo not drawn)	0.6%
Cc1cc(Cl)c(O)c(-n2nc3ccccc3n2)c1	8.6%[57.5 µM]
Cc1ccccc1CC1(CO)CCCN(Cc2ccc3c(c2)OCCO3)C1 (stereo not drawn)	-16.2%[57.5 µM]
Cc1ccccc1C(=O)Nc1nnc(-c2ccco2)s1	0.8%
COc1ccc(/C=C/C(=O)CC(O)(c2ccccc2)C(F)(F)F)cc1 (stereo not drawn)	-4.9%
CN(C)CC1CCCCC1OC(=O)c1ccc(Cl)cc1 (stereo not drawn)	0.5%
CCNc1nc(Cl)nc(N(NC(C)=O)C(C)C)n1	10.8%[57.5 µM]
CC(C)n1nc(C(=O)Nc2ccccc2N2CCOCC2)c2ccccc2c1=O	4.6%
Cc1cc(C)cc(NC(=O)c2cnn(-c3ccccc3)c2C2CCNCC2)c1	0.6%
O=C(Nc1nnc(-c2ccco2)o1)c1ccc(N2C(=O)CCC2=O)cc1	-31.5%
CCCN(CC#CC(O)(c1ccccc1)c1cccnc1)CCC (stereo not drawn)	6.4%

(further entries)
Structure	ERK EGF block
C=C(C)C1CC=C(C)/C(=N\NC(=O)CNc2ccccc2OC)C1 (stereo not drawn)	3.3%
Cn1nc(C(C)(C)C)cc1C(=O)NCc1cc(F)cc2c1OCOC2	1.1%[57.5 µM]
O=C(NN1C(=O)/C(=C/C=C/c2ccco2)SC1=S)c1ccccc1O	-2.1%[57.5 µM]
O=C(O)c1ccc2cccnc2n1	-4.8%
Cc1cc(Sc2ncnc(N)c2[N+](=O)[O-])ncn1	-17.4%
Cc1ccccc1NC(=O)C(=O)N/N=C/c1cccc(Br)c1	-11.1%
O=C(O)/C=C1\CCCc2ccccc2[C@H]1O	0.6%
O=S(=O)(c1cccc2cccnc12)N1CCN(c2ccccn2)CC1	4.0%
COc1ccc(CNC(=O)COC(=O)c2ccco2)cc1	-10.3%
Cc1cccc[n+]1CC(=O)Nc1cccc([N+](=O)[O-])c1	-8.9%
S=C(Nc1ccc(Nc2ccccc2)cc1)N1CCN(c2ncccn2)CC1	-4.7%
CC1(OC(=O)C2CCCC2)C(=O)C=C2C=C(c3ccsc3)N(CCN3CCOCC3)C=C2C1=O (stereo not drawn)	19.2%[57.5 µM]
Cc1ccc2nc(-c3ccncc3)cc(C(=O)NCCc3ccc(F)cc3)c2c1	?
O=C(c1ccccc1)c1ccc2nc(Nc3ccccc3)c3nncn3c2c1	-11.9%[57.5 µM]
CC(C(=O)Nc1ccc(C#N)cc1)N(C)CC(=O)Nc1cccc(F)c1 (stereo not drawn)	1.2%
C[C@@H]1C(=O)CC2C(C)(C)CCC[C@]2(C)[C@@]1(O)CCc1ccoc1 (stereo partly drawn)	-0.8%
COc1ccc(C(=O)O)cc1F	-3.1%[57.5 µM]
Cc1cc(C(=O)COC(=O)CNC(=O)c2ccc(F)cc2)c(C)n1Cc1ccco1	-0.3%
Cc1nc2ccc(Nc3ccncc3)cc2s1	-3.6%
CC1CCN(c2ccc(N3C(=O)C4CCCCC4C3=O)cc2[N+](=O)[O-])CC1 (stereo not drawn)	3.0%
CCCCNc1cc(F)nc(N)n1	-27.1%
Cc1ccc(C(=O)C2=C(O)C(=O)N(c3ncccn3)C2c2ccc(Cl)cc2)o1 (stereo not drawn)	1.6%
COc1ccc(C)cc1S(=O)(=O)Nc1cccc(Cl)c1Cl	0.6%
Cc1cc(C(=O)NCc2ccc(Cl)cc2)n(-c2ccccc2)n1	-8.4%[57.5 µM]
Cc1cccc(Nc2cc(C)c3c(O)cccc3n2)c1C	?
Cc1cc(C)n(-c2nc3ccccc3[nH]c2=O)n1	-0.3%
CC(C)N1CCN(Cc2cn[nH]c2C2CCCCC2)CC1CCO (stereo not drawn)	-14.1%
COc1ccc(NC(=O)c2cc(C)cc(C)c2)cc1[N+](=O)[O-]	-3.8%
O=C(COc1ccccc1/C=C\c1nc(O)c([N+](=O)[O-])c(=O)[nH]1)Nc1ccccc1	0.0%
Cc1nc2ccccc2c(=O)n1/N=C/c1c(O)ccc2ccccc12	-3.6%
CCOC(=O)C1(Cc2cccc(F)c2)CCN(Cc2nc(CC)[nH]c2C)CC1	1.6%
O=C(/C=C/c1cccc([N+](=O)[O-])c1)N(c1ccccn1)c1ccccn1	-0.3%[57.5 µM]
O=C(OCC(=O)c1ccccc1Br)c1ccncc1	3.0%
Cc1ccc(S(=O)(=O)N2CCCCC2)cc1NC(=S)NC(=O)c1ccco1	?
O=C(NC(=S)NCCc1ccc(Cl)cc1)c1ccco1	3.5%
O=c1c2ccccc2nc2n1CCc1c-2[nH]c2ccccc12	14.5%
CCOC(=O)c1c(-c2cccc([N+](=O)[O-])c2)csc1NC(=O)CCCOc1ccccc1OC	-11.4%
CCOc1ccc(NS(=O)(=O)c2ccc3[nH]c(=O)c(=O)[nH]c3c2)cc1	-9.4%
Cc1ccc2c(c1)N(CC(=O)NCc1ccco1)C(=O)C(C(C)C)O2 (stereo not drawn)	-1.7%[57.5 µM]
O=C1/C(=C\c2ccco2)SC(=S)N1c1ccc(O)cc1	4.7%
O=C(CCCN1C(=O)/C(=C/c2ccccc2)SC1=S)Nc1cccc(O)c1	?
Nc1nc(CSc2nc3ccccc3s2)nc(N2CCOCC2)n1	-12.8%
COC(=O)CCCC(=O)Nc1ccc(Cl)c(Cl)c1	2.7%
COc1cccc(NC(=O)C(=O)NCCCn2ccnc2)c1	8.9%
COc1cccc2c1C(=O)c1c(O)c3c(c(O)c1C2=O)C[C@@](O)(C(C)=O)C[C@@H]3O[C@H]1C[C@H](N)[C@H](O)[C@H](C)O1	25.1µM*!
CCOC(=O)c1cccc(-n2c(C)cc(C=O)c2C)c1	1.1%
CCCn1nnnc1NC(=O)COc1ccc(Cl)c(C)c1	2.9%
Nc1cc(=O)n(Cc2ccccc2)c(=O)n1-c1ccc(F)cc1	14.5%[57.5 µM]
O=C(Cc1cc(C(=O)O)c2ccccc2n1)Nc1ccccc1	-4.8%[57.5 µM]
COc1cccc(Cl)c1NC(=O)N1CCN(c2cc(C)nc3ccccc23)CC1	1.2%[57.5 µM]
CC(=O)CS(=O)(=O)c1ccc(Oc2ccc(S(=O)(=O)CC(C)=O)cc2)cc1	-0.5%
Cc1c(N=C2SC(CC(=O)Nc3ccccc3)C(=O)N2CCN2CCOCC2)c(=O)n(-c2ccccc2)n1C (stereo not drawn)	-2.3%
COc1ccc(C2NC(=O)c3ccccc3O2)c(OC)c1OC (stereo not drawn)	-6.1%[57.5 µM]
CCOc1cc(C2c3c(oc4ccccc4c3=O)C(=O)N2c2nccs2)ccc1O (stereo not drawn)	-0.6%[57.5 µM]
COc1ccc(CNC(=O)C/C(C)=N/NC(=O)COc2ccc(Br)cc2)cc1	3.6%
CSc1ccccc1NC(=O)CN(C)CC(=O)NCc1ccccc1	4.4%
O=C(CC1C(=O)NCCN1Cc1ccc(F)cc1)NCCOc1cccnc1 (stereo not drawn)	-14.0%[57.5 µM]
O=C(NCc1ccc(Cl)cc1)C1CCN(c2cnccn2)CC1	-7.9%
CC1CCCCC1NC(=O)COC(=O)Cc1ccc(Br)cc1 (stereo not drawn)	7.0%

Only part of the results is shown; rates above refer to the full screens.
